# SENP6 inh: blocks the human protease SENP6. Q9GZR1. Recombinant SENP6 catalytic domain, aminoluciferin luminescence. inhibition, % at 10 µM. 1.8% of 330,000 active. AID 2599;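 active = inhibition above about 50% at the single tested dose, limit read from the data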;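 also: plate controls were DMSO wells with enzyme for no effect and DMSO wells lacking enzyme for full effect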
# Apaf1 inhib: human Apaf-1 inhibition. O14727. reconstituted apoptosome caspase-3 activity, DEVD-Rh110 fluorescence. inhibition, % at 20 µM. 0.71% of 330,000 active. AID 489030; active = inhibition of at least 40% at 20 µM;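 also: plate controls were DMSO wells for no effect and DEVD-CHO caspase inhibitor wells for full effect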
#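 Material: reconstituted apoptosome with Apaf-1, cytochrome c, caspase-9, procaspase-3, dATP. Technique: Rh110 fluorescence intensity. Buffer or medium: pH 7.5 Hepes buffer with CHAPS, BSA, DTT. Times: 30 min plus 50 min, RT.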
# SENP7 inh: inhibitors of human SENP7 protease; AID 434973; 1.5% of 330,000 active; inhibition, % at 5 µM; recombinant SENP7, Z-RLRGG-aminoluciferin luminescence, 40 min;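 active = inhibition above about 50% at the single test dose, limit read from the data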;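 also: plate controls were DMSO with enzyme for no effect and no enzyme buffer wells for full effect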
# Target sequence (Q9BQF6 706-1050 limits assumed): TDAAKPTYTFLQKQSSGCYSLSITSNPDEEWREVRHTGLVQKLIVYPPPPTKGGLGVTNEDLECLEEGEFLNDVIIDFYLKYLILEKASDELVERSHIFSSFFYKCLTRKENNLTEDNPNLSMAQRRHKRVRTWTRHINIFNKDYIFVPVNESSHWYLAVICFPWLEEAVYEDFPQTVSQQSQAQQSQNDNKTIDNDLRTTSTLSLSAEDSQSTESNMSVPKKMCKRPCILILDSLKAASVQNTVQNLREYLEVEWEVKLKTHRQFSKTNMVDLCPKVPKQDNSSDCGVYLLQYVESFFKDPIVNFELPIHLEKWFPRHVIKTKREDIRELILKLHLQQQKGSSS
# SENP8 block-1: SENP8 protease inhibition; Q96LD8; purified SENP8, Z-RLRGG-aminoluciferin cleavage, luminescence; inhibition, % at 10 µM; 1.2% of 330,000 active; AID 2540; in the data active = inhibition above about 50%
# Target sequence (Q96LD8 whole entry, looked up): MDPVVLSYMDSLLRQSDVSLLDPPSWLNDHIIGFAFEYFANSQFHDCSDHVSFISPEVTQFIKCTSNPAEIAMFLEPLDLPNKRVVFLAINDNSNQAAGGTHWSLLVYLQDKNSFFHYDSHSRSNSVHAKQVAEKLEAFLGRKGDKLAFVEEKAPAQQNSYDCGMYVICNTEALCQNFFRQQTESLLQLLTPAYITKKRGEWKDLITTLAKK
# PfG6PD inh: PfG6PD (Plasmodium falciparum) enzyme inhibition | PfGluPho enzyme, NADPH resazurin-diaphorase fluorescence | inhibition, % at 20 µM | 0.78% of 350,000 active | AID 504690;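 active = inhibition reaching at least a set limit at 20 µM in the primary screen, cut at about 59% in these data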;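 also: 0% = DMSO wells with substrate and 100% = DMSO wells lacking glucose-6-phosphate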
# SENP8 block-2: blocks human SENP8 cleavage of Nedd8 substrate. Q96LD8. recombinant SENP8, Nedd8 substrate fluorescence. inhibition, % at 20 µM. 0.64% of 360,000 active. AID 602440; in the data active = inhibition mostly above about 40%, no sharp cut-off; inactive = mostly below about 27%
# SENP1 FRET inh: SENP1 (human) catalytic domain inhibition. inhibition, % at 10 µM. 0.21% of 360,000 active. recombinant SENP1 catalytic domain, CyPet-SUMO1-YPet FRET cleavage;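 active = inhibition at least 30% at 10 µM, raw YFP signal under a set limit, fluorescence ratio 0.5 to 1.5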;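 also: 0% = enzyme with DMSO and 100% = no enzyme wells; some results filed as inactive read as strong as hits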
# Target sequence (Q9P0U3 419-644 limits assumed): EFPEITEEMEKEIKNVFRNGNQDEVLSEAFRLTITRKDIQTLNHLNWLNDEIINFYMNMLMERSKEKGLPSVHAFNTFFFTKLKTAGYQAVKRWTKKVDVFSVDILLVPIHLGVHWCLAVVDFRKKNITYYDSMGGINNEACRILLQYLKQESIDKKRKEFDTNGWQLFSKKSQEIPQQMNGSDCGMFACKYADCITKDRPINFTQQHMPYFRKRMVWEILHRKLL
#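 Controls: no-enzyme wells low, DMSO-plus-enzyme wells high control. Test system: human recombinant His6-tagged SENP1 catalytic domain enzyme. Reagent: SFCypet-SUMO1-SFYpet FRET protein substrate, 25 nM final. Doses: one dose per compound, 10 µM, 0.5% DMSO. Detection: FRET, CFP and YFP emission. Timing: 50 min reaction at room temperature.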
# HKDC1 inh: blocks human hexokinase HKDC1 activity. Q2TB90. 0.16% of 340,000 active. recombinant HKDC1, G6PDH/diaphorase resazurin coupled fluorescence. inhibition, % at 20 µM;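 active = inhibition above about 35% when tested at 20 µM, limit read from the data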;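 also: plate controls were DMSO wells with enzyme for no effect and DMSO wells lacking enzyme for full effect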
#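 Test system: HK5 enzyme. Quantity: 5 µg/mL HK5 final. Reagent: glucose and ATP substrates. Schedule: 90 min reaction incubation at room temperature, dark. Technique: resazurin-to-resorufin fluorescence via G6PDH and diaphorase coupling, 525/613 nm. Control set: DMSO wells with and without enzyme mix.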
# * hit, by the source's call; nt = not tested or not shown. Compounds as they come, and some 3.6% of all compounds hit somewhere here.
SMILES,SENP6 inh,Apaf1 inhib,SENP7 inh,SENP8 block-1,PfG6PD inh,SENP8 block-2,SENP1 FRET inh,HKDC1 inh
COc1ccc(CN(C)CC(=O)Nc2cccc3ccccc23)cc1F,2,4,-1,-2,-9,9,2,-4
Cc1cc(C)nc(NC(=O)c2cnc3sccn3c2=O)n1,-13,5,6,2,15,-194,-6,-3
Cc1noc(C)c1S(=O)(=O)Nc1ccc(C(=O)NCc2ccccc2)cc1,0,3,5,0,-4,17,0,-1
CC(C)N1CCN(Cc2cc3ccccc3[nH]2)CC1CCO (stereo not drawn),14,-18,-8,-4,16,-37,-50,-4
CCOc1ccc(OCCCC(=O)N(C)CC(=O)Nc2ccccc2Br)cc1,-16,11,-5,-16,13,2,0,-7
O=C(c1ccccn1)c1conc1C(=O)c1ccc(Br)cc1,5,-2,4,-3,-5,6,0,6
Cc1cc(C)n2nc(SCC(=O)N(C(C)C)C(C)C)nc2n1,5,-5,-1,3,4,11,2,-5
O=C(O)CCCC(=O)NCc1c(Cl)cccc1Sc1ccc(Cl)cc1,-18,-3,1,1,3,8,0,-1
FC(F)(F)c1ccc(-c2nnc(-c3ccccn3)c(-c3ccccn3)n2)nc1,-3,1,0,-3,-5,17,2,-6
COC(=O)C1(NC(=O)CNC(=O)OCc2ccccc2)CCCC1,nt,nt,nt,nt,-10,21,-2,-3
C=CCn1c(SCC(=O)NC23CC4CC(CC(C4)C2)C3)nc(O)cc1=O,-5,16,9,3,3,1,-3,-2
Cc1nonc1NC(=O)CSc1nc(CCC2CCCC2)nc2ccccc12,-2,6,-3,-7,-14,33,3,-7
Cc1cc(NC(=O)c2cc(-c3ccc(C)c(C)c3)nc3ccccc23)no1,-12,10,-7,-8,6,-287,-1,-5
COc1ccccc1CNC(=O)C1CC(c2ccc([N+](=O)[O-])cc2)=NO1 (stereo not drawn),2,6,2,6,7,15,1,2
O=C(Cn1nc(-c2ccccc2)ccc1=O)Nc1ccc(N2CCN(C(=O)c3cccs3)CC2)cc1,27,-4,0,4,-7,10,0,-3
COCCN1C(=O)N[C@H](c2cccc(C(F)(F)F)c2)C(C(=O)OC)=C1C,-4,10,-2,-13,nt,nt,nt,nt
Cc1ccc(NC(=O)CNC(=O)COc2ccccc2)nc1,-11,-2,10,-12,-8,2,0,-7
O=C(CNC(=O)c1ccc(Br)o1)NCc1ccc2c(c1)OCO2,-15,-3,13,-4,-32,3,1,4
COCCCNc1nc2ccccc2nc1NS(=O)(=O)c1ccc(Cl)cc1,-26,-1,4,5,-20,-306,1,-8
O=C(Nc1ccc(S(=O)(=O)N2CCCCC2)cc1)c1ccccc1F,-3,6,2,5,24,10,1,-2
CC(=O)c1c(C)[nH]c(C(=O)OCC(=O)Nc2sc3c(c2C#N)CCC(C)C3)c1C (stereo not drawn),12,3,0,8,6,-15,-24,1
Fc1ccc(-c2cn(-c3ccccc3)c3[n+]2CCS3)cc1,-10,-25,3,6,-2,20,0,-4
C/C(=N/NS(=O)(=O)c1ccc(C)cc1)c1cccc(NC(=O)c2cccc(Cl)c2)c1,4,6,-2,-11,13,22,2,2
CCCCCOc1ccc(C(=O)Nc2ccc(S(=O)(=O)Nc3cc(C)on3)cc2)cc1,14,17,8,15,-8,-1,-3,-5
COc1ccc(-n2c(SCC(=O)NCC3CCCO3)nc3n[nH]c(C)c3c2=N)cc1 (stereo not drawn),-14,1,13,-9,-11,5,1,-5
SMILES,SENP6 inh,Apaf1 inhib,SENP7 inh,SENP8 block-1,PfG6PD inh,SENP8 block-2,SENP1 FRET inh,HKDC1 inh
Cc1csc(SCC(=O)Nc2cc(S(=O)(=O)N3CCCC3)ccc2Cl)n1,0,10,-1,2,6,22,0,-2
COc1ccc(C(=O)Oc2c(CN3CCOCC3)cc(Cl)c3cccnc23)cc1,-6,3,5,3,-12,-11,-28,3
CN[C@@H]1CC[C@H](c2ccc(Cl)c(Cl)c2)c2ccccc21,-26,13,3,-4,10,31,-1,-7
O=C(Nc1ccccc1)C1=C(O)CC(c2ccoc2)CC1=Nc1ccccc1 (stereo not drawn),-21,14,-2,6,20,0,2,-3
CSc1ccc(CCNC(=O)C2CCCN(c3nn4c(=O)cc(C)nc4s3)C2)cc1 (stereo not drawn),-14,14,4,1,3,-1,1,-5
Cc1ccc2c(c1)N(CC(=O)NCCc1c[nH]c3ccccc13)C(=O)CO2,5,-2,3,8,-11,14,0,16
CCc1ccc(S(=O)(=O)Nc2c(C)n(C)n(-c3ccccc3)c2=O)cc1,-15,-4,-2,-7,-5,20,0,4
CC(=O)Nc1cccc(NC(=O)CS(=O)(=O)c2cn(CC(=O)N3CCOCC3)c3ccccc23)c1,-7,-8,3,-4,-1,12,2,15
COc1cccc(NC(=O)CSc2nc(O)c(C)c(=O)n2-c2ccc(C)cc2)c1,-2,0,2,1,0,5,0,-4
CCCn1c2ccc(F)cc2c2nnc(SCCN3CCOCC3)nc21,nt,nt,nt,nt,49,2,0,0
COc1ccccc1NC(=O)N1CCN(c2cc(-c3ccccc3)nc3ncnn23)CC1,-9,8,-10,-9,12,-28,-1,-6
O=[N+]([O-])c1ccccc1S(=O)(=O)N1CCN(C2CCN(Cc3ccccc3)CC2)CC1,-5,-5,-8,2,2,12,1,-5
CCOC(=O)c1sc(NC(=O)c2cccc(S(=O)(=O)N(CC)CC)c2)cc1C,9,-3,-7,-2,6,-281,1,-16
COc1cc(/C=C/c2nc3ccccc3s2)cc(OC)c1O,3,6,11,1,-2,-436,-38,-4
N#Cc1cc2ccccc2nc1N,21,-32,-9,2,5,-397,-22,0
C/C(CCc1ccccc1)=N\NC(=O)C(=O)Nc1cccc(Cl)c1,-8,1,-10,-9,-4,16,0,-9
Nc1c(-c2ccccc2)cnc2ncnn12,0,-2,-2,-8,10,11,0,-5
CCCCC1CCc2[nH]nc(C(=O)O)c2C1 (stereo not drawn),2,6,2,-5,-1,8,1,-2
O=C(NC(=S)Nc1ccc(N2CCCCC2)cc1)c1ccc2c(c1)OCCO2,2,21,-4,-3,12,31,5,-8
O=C(NC1CCCCCC1)C(=O)NC1CC1,-18,-16,9,-15,-3,11,2,0
O=C1CSC(=Nc2ccc(Cl)cc2)N1Cc1cccnc1,7,-8,10,4,41,16,0,-1
O=C(CCNS(=O)(=O)c1ccc(Br)cc1)NC1CCN(Cc2ccccc2)CC1,-19,8,-11,-16,-1,9,0,-3
O=C(N/N=C/c1coc2ccccc2c1=O)c1cccc([N+](=O)[O-])c1,nt,nt,nt,nt,-3,-16,1,-9
C=CS(=O)(=O)c1c2cc(OC)ccc2nc2ccc(OC)cc12,nt,nt,nt,nt,69*,-477,-28,34
O=C(NCc1cccnc1)C1COc2ccccc2O1 (stereo not drawn),-7,8,10,1,11,27,2,-7
SMILES,SENP6 inh,Apaf1 inhib,SENP7 inh,SENP8 block-1,PfG6PD inh,SENP8 block-2,SENP1 FRET inh,HKDC1 inh
O=C(NNC1CC(=O)N(c2ccc3c(c2)OCCO3)C1=O)c1ccccc1 (stereo not drawn),-17,3,-6,-5,-11,11,2,-1
Cc1ccc(S(=O)(=O)C2(S(=O)(=O)c3ccc(C)cc3)CCCC2)cc1,16,19,4,8,12,21,0,-4
O=C(NCC1CCCO1)c1onc(CSc2ccccc2)c1C(=O)O (stereo not drawn),-8,-2,1,4,-1,20,-1,-4
O=C(Nc1cc(-c2nc3ncccc3o2)ccc1Cl)c1ccc2c(c1)OCO2,-7,-6,2,-5,-5,-40,1,-5
O=C(NC(=S)N1CCc2ccccc21)c1ccccc1,-6,4,-7,-16,-3,1,-4,-9
COc1ccccc1-c1cc(C(=O)NCc2ccco2)no1,4,4,-6,-9,8,-3,1,-4
CC(C)(C)C(=O)Nc1ccc(-c2csnn2)cc1,-20,-18,-1,3,-16,8,2,-4
COc1ccc(CN2[C@@H](CC(C)=O)c3ccc(/C=C/C(C)=O)cc3S2(=O)=O)cc1,-23,14,-14,-16,9,-6,-26,10
CC12CCC(C(=O)NCCN3CCCCC3)(CC1=O)C2(C)C (stereo not drawn),-11,9,10,9,-13,4,1,-9
COc1cc(S(=O)(=O)N2CCOCC2)cc(C(=O)OCC(=O)NC2CCCCC2)c1OC,-12,6,-6,-19,7,6,2,5
Cc1cccc(C(=O)NC(=S)Nc2ccc3[nH]c(=O)[nH]c3c2)c1,12,-8,1,3,13,-2,-7,-8
COc1ccc(N2CCN(C(CNC(=O)C(=O)NCC3CCCO3)c3ccco3)CC2)cc1 (stereo not drawn),15,-2,11,-3,4,19,3,-8
Cn1c(SCc2cccc([N+](=O)[O-])c2)nc2c(c1=O)SCC2,0,-11,-3,4,3,20,1,6
COC(=O)CSC1=C(C#N)C(c2ccccc2)CC(=O)N1 (stereo not drawn),-22,-5,-4,-10,-15,16,2,0
N#CC[C@H](Cc1ccccc1)N1CCN(CCc2ccccc2)CCC1=O,-9,5,-8,7,0,7,-7,-7
N#CCCN(C(=O)COC(=O)c1ccc2c(c1)OCCO2)c1ccccc1,7,-8,4,10,2,19,1,-4
CCOC(=O)CCNC(=O)N1CCCC(C(=O)c2ccc3c(c2)OCO3)C1 (stereo not drawn),-12,-1,10,-2,-3,1,0,-1
COc1cccc(-n2c(C)nnc2SCC#N)c1,1,-2,1,0,-11,2,0,2
Clc1ccc(-n2ncc3c(NCc4ccco4)ncnc32)cc1,-12,23,2,-10,25,13,0,3
CC(C(=O)NC(=O)NC1CCCCC1)N1CCN(c2ccc(O)cc2)CC1 (stereo not drawn),10,1,-1,8,57,12,0,6
COC(=O)c1nc(NC(=O)c2cc(OC)c(OC)c(OC)c2)n[nH]1,-2,-1,-1,1,-9,10,-1,5
CCOC(=O)N1CCN(CC(c2ccccc2)c2ccccc2)CC1,3,-1,0,10,2,9,0,-2
Cc1cccc(NC(=O)C2CCCN2C(=O)OCC(C)C)c1 (stereo not drawn),4,-7,1,6,-1,15,0,-10
CCOc1ccc(NC(=O)C/C(C)=N/NC(=O)c2cnccn2)cc1,8,-2,-1,1,-6,6,0,-5
FC(F)(F)c1cccc(Oc2nc(-c3ccccc3)nnc2C(F)(F)F)c1,-1,1,-7,-17,7,14,1,2
CNc1nc(N2CCc3ccccc32)ncc1F,86*,-8,5,79*,13,-8,1,-1
COc1ccccc1-c1cc(C(=O)NCCN2CCOCC2)no1,-11,-1,-16,-12,1,4,3,-10
Cc1ccc(OCC(=O)NNC(=O)[C@@H]2CCCC[C@@H]2C(=O)O)c(Br)c1,0,7,-5,-3,2,17,1,-6
Cc1c(C)c2c(OCC(=O)Nc3ccc(CCO)cc3)cc3c(c2oc1=O)CCC(C)(C)O3,4,17,-3,1,21,-211,1,12
CCCn1nc(C(=O)NCCN2CCOCC2)c2ccccc2c1=O,-4,2,-6,-5,-2,23,2,-2

# Single records, as listed above. Screens in order: SENP6 inh | Apaf1 inhib | SENP7 inh | SENP8 block-1 | PfG6PD inh | SENP8 block-2 | SENP1 FRET inh | HKDC1 inh
# `CCCCCOc1ccc(C(=O)Nc2ccc(S(=O)(=O)Nc3cc(C)on3)cc2)cc1` across the screens: 14 | 17 | 8 | 15 | -8 | -1 | -3 | -5
# `N#CCCN(C(=O)COC(=O)c1ccc2c(c1)OCCO2)c1ccccc1` across the screens: 7 | -8 | 4 | 10 | 2 | 19 | 1 | -4

# Looked up above.
# For Apaf1 inhib, Cn1c(SCc2cccc([N+](=O)[O-])c2)nc2c(c1=O)SCC2 has the entry -11
# For PfG6PD inh, COc1cc(S(=O)(=O)N2CCOCC2)cc(C(=O)OCC(=O)NC2CCCCC2)c1OC has the entry 7

# Screens (PubChem)
